Rpn11 inh: inhibitors of human proteasome Rpn11 | O00487 | hit rate 0.59% among 360,000 | calls only at 20 µM | human 26S proteasome, Ub4-pepOG fluorescence polarization; 20S core pre-blocked with epoxomicin;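 active = inhibition at 20 µM, scaled to each plate's controls, above about 33%, limit read from the data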
Target sequence (O00487 whole entry, looked up): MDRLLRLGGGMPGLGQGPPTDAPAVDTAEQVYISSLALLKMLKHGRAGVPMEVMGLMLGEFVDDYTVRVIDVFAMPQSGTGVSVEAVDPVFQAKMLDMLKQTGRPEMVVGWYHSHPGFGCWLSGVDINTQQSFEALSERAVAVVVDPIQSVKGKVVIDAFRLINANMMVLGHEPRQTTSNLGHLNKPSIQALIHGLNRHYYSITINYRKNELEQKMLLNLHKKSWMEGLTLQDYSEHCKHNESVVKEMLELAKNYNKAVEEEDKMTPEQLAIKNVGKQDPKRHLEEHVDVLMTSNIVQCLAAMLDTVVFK
MsrA inh: bovine MsrA inhibition | purified bovine MsrA, absorbance read-out | inhibition, % at 15.5 µM | hit rate 0.75% among 360,000; in the data active = inhibition above about 4.5%;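 note: 0% = vehicle wells with enzyme and 100% = reference inhibitor wells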
CSN inh: blocks human CSN-mediated cullin deneddylation | Purified CSN, SCF-Nedd8-OG deneddylation, fluorescence polarization | inhibition, % at 12.5 µM | hit rate 0.38% among 360,000 | AID 651999;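 active = pattern-corrected inhibition above about 35%, with an unprinted fluorescence ratio check between 0.5 and 1.5, limit read from the data, passing the limit was not always enough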;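 note: 0% = enzyme with substrate and 100% = substrate without enzyme; some results filed as inactive read as strong as hits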
Target sequence (Q92905 whole entry, looked up, one chain of several): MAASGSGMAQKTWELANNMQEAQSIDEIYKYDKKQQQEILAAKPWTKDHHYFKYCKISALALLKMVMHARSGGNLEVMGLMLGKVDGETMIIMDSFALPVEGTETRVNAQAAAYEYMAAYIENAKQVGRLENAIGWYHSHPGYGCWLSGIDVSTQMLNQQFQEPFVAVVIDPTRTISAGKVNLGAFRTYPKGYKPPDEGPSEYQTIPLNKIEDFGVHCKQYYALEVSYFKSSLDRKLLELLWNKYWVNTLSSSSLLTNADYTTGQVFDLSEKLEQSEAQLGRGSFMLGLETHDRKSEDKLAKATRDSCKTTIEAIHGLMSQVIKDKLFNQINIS
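Test system: Human Csn5 produced in HEK293T cells | Compound: 12.5 µM single point | Times: 90 min, room temperature | Signal: Fluorescence polarization readout | Read-out basis: % inhibition of substrate cleavage by Csn5 | Controls: no-enzyme wells high, enzyme-with-substrate wells low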
Scp1 inh: Scp-1 (human) phosphatase inhibition | AID 493091 | hit rate 0.88% among 340,000 | Recombinant Scp1, phosphopeptide, malachite green phosphate absorbance | inhibition, % at 20 µM;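 active = inhibition above about 50% at 20 µM, limit read from the data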;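 note: plate controls were DMSO wells with enzyme for no effect and wells lacking enzyme for full effect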
Target sequence (Q9GZU7 76-261 limits assumed): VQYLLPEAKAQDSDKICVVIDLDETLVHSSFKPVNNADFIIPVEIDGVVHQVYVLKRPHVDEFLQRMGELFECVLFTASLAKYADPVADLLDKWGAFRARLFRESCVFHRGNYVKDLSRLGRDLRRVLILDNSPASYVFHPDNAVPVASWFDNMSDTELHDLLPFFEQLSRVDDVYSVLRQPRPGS
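Material – SCP-1 phosphatase catalytic domain, residues 76-261 · Buffer or medium – Acidic Tris acetate buffer with magnesium and detergent · Also added – Phospho 17-mer peptide substrate · Compound – single 20 µM dose, 1% DMSO · Times – 45 min room-temperature reaction, 5 min colour, 30 min stabiliser · Technique – Phosphate-binding colour reagent, absorbance read at 630 nm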
SUMO1 PPI mod: modulators of human SUMO1-mediated protein-protein interactions; AID 602429; hit rate 0.33% among 360,000; SUMO1 binding to a labelled peptide, TR-FRET, 1 h; P63165; inhibition, % at 20 µM; in the data active = inhibition above about 37%
Target sequence (P63165 whole entry, looked up): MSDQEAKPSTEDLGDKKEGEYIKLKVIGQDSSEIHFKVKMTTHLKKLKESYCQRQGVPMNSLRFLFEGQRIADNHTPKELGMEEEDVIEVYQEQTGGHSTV
DNMT1 inh: DNMT1 (human) enzyme inhibition; inhibition (reported as % activation of signal), % at 10 µM; DNMT1 molecular beacon, Hinp1I cleavage, fluorescence; P26358; AID 588458; hit rate 0.83% among 360,000; in the data active = inhibition above about 50%
LMPTP block: LMPTP (human) inhibition; recombinant LMPTP-A, OMFP fluorogenic substrate, fluorescence intensity; hit rate 0.22% among 360,000; inhibition, % at 20 µM; P24666;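 active = compounds that cut the enzyme signal by at least half of the control window in the single-dose screen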;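 note: plate controls were DMSO wells with enzyme plus substrate for no effect and substrate without enzyme for full effect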
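Assay system: LMPTP-A, protein tyrosine phosphatase of low molecular weight / Medium: pH 6.0 Bis-Tris buffer with DTT and Triton X-100 / Schedule: 50 min enzyme reaction at room temperature, protected from light / Measured by: endpoint fluorescence intensity from OMFP dephosphorylation / Read-out basis: % inhibition relative to no-enzyme and uninhibited control wells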
STEP inh: STEP (human) phosphatase inhibition; recombinant STEP, OMFP fluorogenic substrate, fluorescence; hit rate 0.25% among 360,000; inhibition, % at 20 µM;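 active = inhibition at 20 µM, scaled per plate between control wells, above about 37%, limit read from the data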;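 note: 0% = DMSO with enzyme and substrate and 100% = substrate only without enzyme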
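Assay system: isolated STEP enzyme / Timing: 20 min at room temperature, dark / Doses: 20 µM, 1% DMSO / Technique: fluorescence intensity, excitation 480 nm, emission 540 nm / Reagent: fluorogenic phosphatase substrate OMFP at 25 µM final / Measure: percent inhibition scaled to no-enzyme and uninhibited-enzyme controls, plate-pattern corrected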
NadD block: blocks S. aureus nicotinate mononucleotide adenylyltransferase; AID 602399; inhibition, % at 20 µM; purified NadD enzyme, colorimetric absorbance read-out; hit rate 0.78% among 360,000; in the data active = inhibition above about 26%; note: some compounds past the cut are filed as inactive
Tb MetRS inh: Trypanosoma brucei MetRS inhibition | purified T. brucei MetRS, ATP depletion, Kinase-Glo luminescence | inhibition, % at 11.9 µM | hit rate 0.4% among 360,000;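 active = inhibition above a per-plate cutoff of the control wells' mean inhibition plus 3 SD, cut at about 5.5% in these data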;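 note: 0% = DMSO wells median and 100% = median of wells with control inhibitor compound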
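Material: parasite MetRS enzyme / Replication: singlicate, one well per compound / Signal: luminescence of leftover ATP / Schedule: 2 h aminoacylation at 25 °C after 15 min preincubation / Medium: HEPES-MgCl2-KCl buffer plus DTT, spermine, BSA, pyrophosphatase / Doses: 11.9 µM single point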
Numbers without * were called inactive; i = inactive; / = not tested or not shown.

Fields: Rpn11 inh	MsrA inh	CSN inh	Scp1 inh	SUMO1 PPI mod	DNMT1 inh	LMPTP block	STEP inh	NadD block	Tb MetRS inh
Cc1c(C(=O)N2CCN(C)CC2)oc2ccc(S(=O)(=O)N3CCOCC3)cc12
    i	0.1	-6	-8	3	2	-0.6	5	3	-0.1
CC(=Nc1cc(C(=O)c2ccccc2)ccc1N)C1=C(O)CC(C)(C)CC1=O
    i	0.3	1	-6	-7	-2	0.6	-1	3	0.7
O=C(NNC1=Nc2cc([N+](=O)[O-])ccc2OC1)c1ccccc1Cl
    i	2.2	-3	-17	-17	-3	-0.6	0	0	-0.2
COc1cccc(/C=N/NC(=O)CC2C(=O)NN=C2C)c1O (centres undefined)
    i	1.5	-2	-9	0	-1	-1.2	-2	-2	-0.2
CC[C@]12c3[nH]c4ccccc4c3CCN1C(=O)C(CC(=O)NCCC1=CCCCC1)C[C@@H]2C(=O)N1CCN(C(=O)C2CC2)CC1 (some centres undefined)
    i	2.0	-2	0	4	1	-0.2	0	5	0.0
CC(C)(C)OC(=O)NCCCC[C@H](NC(=O)c1nc[nH]c1C(=O)N1CCN(C(=O)OC(C)(C)C)CC1)C(=O)OC(C)(C)C
    i	-0.8	-5	-5	3	1	-0.5	2	5	0.1
Cc1c(NC(=S)N/N=C/c2ccc(O)cc2)c(=O)n(-c2ccccc2)n1C
    i	4.8*	3	-1	-1	3	-0.6	3	-1	-0.2
O=C(c1nc2ccc(Cl)cn2c1CN1CCC(CO)CC1)N1CCc2ccccc2C1
    i	1.2	-2	-9	1	1	-0.7	-1	2	-0.2
Cc1ccc(/C=N/NC(=O)Cc2ccc(Cl)cc2)c(O)c1
    i	0.2	3	41	26	41	5.4	28	-6	0.0
COC(=O)c1c(C)[nH]c(C(=O)OCc2ccc(F)cc2)c1C
    i	-0.9	3	-2	-1	-4	1.0	-2	0	-0.1
COc1cccc(NC(=O)C(c2ccccc2)N2CCCC2)c1 (centres undefined)
    i	-0.1	-1	46	-1	2	-0.6	0	-2	-1.1
O=C(NCCc1ccccc1)C(=O)Nc1ccc2c(c1)OCCO2
    i	0.8	-3	-13	1	0	-2.3	-1	-6	-0.3
O=C(NCCCN1CCCC1=O)c1cccc(N2CCCC2=O)c1
    i	1.4	-4	-1	1	-2	-0.2	-1	10	0.0
COc1ccccc1NC(=O)C(=O)NNS(=O)(=O)c1ccc2ccccc2c1
    i	-0.3	6	-2	-4	0	1.0	-2	1	-0.7
Cc1cccc2c1CC(C)(C)NC2=C(C#N)C#N
    i	1.5	0	-5	-3	4	-0.7	0	-5	-0.3
O=C(NCc1ccccc1)C(c1ccc(F)cc1)N(C(=O)c1csnn1)C1CC1 (centres undefined)
    i	-0.9	10	1	2	0	-0.3	1	1	-0.4
COc1ccccc1N=C(C)C1=C(O)CSC1=O
    i	0.1	0	-3	0	1	-2.2	-1	-1	-0.9
CCOC(=O)N1CCC(NC(=O)C2CCN(C(=O)N3CC(C)Oc4ccccc43)CC2)CC1 (centres undefined)
    i	0.7	0	-5	1	31	-0.3	-1	-1	-0.8
O=C(Cc1c(F)cccc1Cl)Nc1nccs1
    i	1.7	4	1	-6	1	0.3	-1	-4	-1.4
N#CC1=C(N)Oc2cc(N)ccc2C1c1cccc(F)c1 (centres undefined)
    i	-0.3	4	3	-20	-3	1.2	2	2	3.2
Cc1cc(C(c2ccc(C)o2)c2ccc(C)o2)c(O)c([N+](=O)[O-])c1
    i	1.1	7	-13	5	-3	1.4	2	12	-0.5
COc1ncnc2c1cnn2-c1ccccc1
    i	0.2	-4	-7	-3	12	-0.6	1	1	-0.2
CC(=O)NCCNC(=O)C1(C)Cc2c(-c3cccc(C(N)=O)c3)ccnc2O1 (centres undefined)
    i	0.9	1	/	9	3	-1.7	1	-5	0.7
CCOc1ccc(-n2c(SCC(=O)Nc3ccc(Br)cc3)nc3n[nH]c(C)c3c2=N)cc1
    i	1.0	0	1	4	39	-0.3	2	9	0.0
O=C(Nc1ccc(F)cc1)c1cc(-c2ccccc2)no1
    i	-0.7	-5	1	2	7	-1.0	0	-5	0.2
OC(c1ccccc1)C(NCCNCc1ccccc1)c1ccccc1 (centres undefined)
    i	-0.6	-4	-13	-3	-1	-4.3	2	-7	-0.3
Cc1cccc2cc(COC(=O)c3cccs3)c(=O)[nH]c12
    i	-0.7	-2	-8	3	4	-1.4	-3	0	-0.4
C=CCc1ccc(OCCn2cncn2)c(OC)c1
    i	1.2	-4	-8	4	3	0.2	3	0	-1.4
CCCc1nnc(SCC(=O)Nc2ccc(OCC)cc2)n1N
    i	0.8	1	-5	-1	1	-1.2	-3	4	0.0
Cn1c(CNC(=O)CCNC(=O)c2ccccc2F)cc(=O)n(C)c1=O
    i	0.0	-7	-1	7	0	-0.7	1	0	-0.1

Overlap with the part before: 3 entries; new compounds follow.
Fields: Rpn11 inh	MsrA inh	CSN inh	Scp1 inh	SUMO1 PPI mod	DNMT1 inh	LMPTP block	STEP inh	NadD block	Tb MetRS inh
C=CCc1ccc(OCCn2cncn2)c(OC)c1
    i	1.2	-4	-8	4	3	0.2	3	0	-1.4
CCCc1nnc(SCC(=O)Nc2ccc(OCC)cc2)n1N
    i	0.8	1	-5	-1	1	-1.2	-3	4	0.0
Cn1c(CNC(=O)CCNC(=O)c2ccccc2F)cc(=O)n(C)c1=O
    i	0.0	-7	-1	7	0	-0.7	1	0	-0.1
Cc1c(S(=O)(=O)N2CCN(c3cccc(Cl)c3)CC2)c(=O)n(C)c(=O)n1C
    i	-0.4	2	2	1	2	1.1	3	-4	-0.2
CCOC(=O)[C@@H](CCc1ccccc1)N[C@H](C)C(=O)N1[C@H](C(=O)O)C[C@@H]2CCC[C@@H]21
    i	0.1	-5	-9	4	0	-1.1	2	0	0.0
Cc1ccccc1OCC(=O)Nc1ccc(S(=O)(=O)N2CCOCC2)cc1
    i	0.1	-1	-12	1	-1	-0.1	-2	-7	-0.5
O=C(CCc1nnc(COc2ccccc2)o1)NCCc1cccs1
    i	1.4	-3	-3	-3	1	-1.5	-4	-1	-0.3
Cc1cc(C)nc(NC(=O)c2ccc(COc3ccccc3Cl)cc2)c1
    i	0.1	8	5	2	-8	3.8	0	3	0.0
Cc1nnc(NC2=NCCC2)o1
    i	2.0	-2	-7	1	-2	0.1	-2	2	0.6
COc1ccc(CCNC(=O)COC(=O)c2cccs2)cc1OC
    i	0.9	3	-4	2	-2	1.4	3	2	-0.9
COc1cc(F)ccc1-c1cc(C(=O)NCc2cccs2)[nH]n1
    i	1.8	-1	/	2	5	1.4	-2	0	0.4
Cc1cc(C(=O)CSc2nc(N)cc(=O)[nH]2)c(C)n1CCc1ccc(F)cc1
    i	-0.1	2	-7	1	-5	1.4	4	6	-0.7
CSc1ncc(Cl)c(C(=O)Nc2ccc(S(=O)(=O)Nc3nccc(C)n3)cc2)n1
    i	0.2	-2	-15	1	4	1.3	-5	-5	-0.5
COc1cc2c(C(=O)N3CCOCC3)c(CSc3ccccc3)n(C)c2cc1Br
    i	-0.7	2	-1	13	-3	0.5	0	-4	-1.3
Cc1ccc(C)c2c1cc(C)c1nnc(SCC(=O)NCc3ccc4c(c3)OCO4)n12
    i	-0.4	-9	-5	-14	-2	-0.8	2	2	0.2
CC1CC(NC(=O)c2cc3c(=O)n4ccccc4nc3n2C)CC(C)(C)C1 (centres undefined)
    i	2.1	-1	-10	-12	0	1.2	2	-13	0.1
C#CCOCCOCCOCCNc1nc(N2CCOCC2)nc(N2CCN(C(=O)[C@H]([C@@H](C)CC)n3cc([C@@H](N)Cc4ccc(O)cc4)nn3)CC2)n1
    i	/	-2	0	0	-1	-1.0	-3	-2	-0.2
CSc1cccc(N2C(=O)C3CCCN3C2=S)c1 (centres undefined)
    i	-1.2	-1	-7	5	-2	0.7	1	-7	-0.2
CCOC(=O)c1ccc(NC(=S)N2CCN(Cc3ccccc3)CC2)cc1
    i	0.3	-15	5	0	3	-1.1	4	-3	-0.8
CS(=O)(=O)c1ccc(-c2nnc(NC(=O)c3ccc(S(=O)(=O)N4CCCC4)cc3)o2)cc1
    i	5.1*	-6	-8	2	1	-0.8	1	16	-0.2
CCOC(=O)C1CCN(CC(=O)Nc2c(C(=O)OC)[nH]c3ccc(Cl)cc23)CC1
    i	0.1	0	-5	-5	-9	2.5	12	-8	-1.4
CN(CCc1ccccc1)c1cc2c(c3c1ccn3C)C1CCC2C1 (centres undefined)
    i	-0.9	4	/	2	7	4.0	2	3	-0.3
CCCNC(=O)C1(C)CCCN(Cc2cccc(Oc3ccccc3)c2)C1 (centres undefined)
    i	0.5	-5	/	0	3	0.6	2	2	-0.2
Cc1cccc(CN(C)C[C@@H]2OCc3cnnn3CCCC(=O)N([C@H](C)CO)C[C@H]2C)c1
    i	-0.9	0	/	2	4	-2.7	-1	2	-0.7
COc1cccc(-c2ccc(=O)n(CC(=O)NCCN3CCOCC3)n2)c1
    i	-0.5	4	-9	-4	-1	-1.0	2	6	-1.1
NS(=O)(=O)c1ccc(CCNC(=O)c2cc([N+](=O)[O-])ccc2N2CCCCC2)cc1
    i	-0.9	-2	-10	-31	-1	0.1	-3	-1	-0.5
CCN(CC(=O)Nc1ccc(NC(C)=O)cc1)C(=O)C(c1ccccc1)c1ccccc1
    i	0.7	0	-4	3	0	0.4	-2	0	0.0
CCOc1ccc(N(CC)C(=O)c2nn(-c3ccc(OC)cc3)c(=O)c3c2c2ccccc2n3C)cc1
    i	-1.1	1	-14	-3	-3	2.6	-1	4	-0.3
CCO[C@@H]1OC(C(=O)NCc2ccccc2)=C[C@H](C2CC2)[C@H]1CCCO
    i	0.3	1	-5	-4	3	1.8	-1	-8	-0.1
CN=C1SC(CC(=O)Nc2ccc(N3CCOCC3)cc2)C(=O)N1C (centres undefined)
    i	-0.6	-2	-6	-3	-2	-1.5	-4	-3	-0.2
O=C(CCC(=O)c1cccs1)Nc1ccc(F)c(F)c1F
    i	-0.1	2	3	1	-3	0.7	6	4	-0.1

Compound activity from PubChem.
